HTR5A inv ctr = counter-screen for OPRM1-OPRD1 inverse agonists: human HTR5A inverse agonism. P47898. HTR5A cell line, luminescence. inhibition, % at 9.3 µM. actives 0.083% (n = 340,000). AID 504634; in the data active means inhibition mostly above about 23%, no sharp cut-off; inactive means mostly below about 18%;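 further: 0% = cells with DMSO and 100% = no-cell wells with DMSO; some compounds called inactive have numbers as strong as hits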
Target sequence (P47898 whole entry, looked up): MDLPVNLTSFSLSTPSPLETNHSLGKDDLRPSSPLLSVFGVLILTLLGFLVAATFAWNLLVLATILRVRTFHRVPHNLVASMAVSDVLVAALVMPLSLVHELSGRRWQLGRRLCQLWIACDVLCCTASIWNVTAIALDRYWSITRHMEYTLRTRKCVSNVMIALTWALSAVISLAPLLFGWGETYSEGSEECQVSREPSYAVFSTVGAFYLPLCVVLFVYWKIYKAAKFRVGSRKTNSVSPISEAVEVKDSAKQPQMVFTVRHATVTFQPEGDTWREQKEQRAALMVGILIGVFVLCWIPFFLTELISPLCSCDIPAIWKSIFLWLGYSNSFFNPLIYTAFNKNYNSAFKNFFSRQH
Tat transport = E. coli Tat transport inhibition. E. coli MC4100 TorA-mCherry Tat export, fluorescence. AID 488895. inhibition, % at 10 µM. actives 0.036% (n = 340,000);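 active means mean replicate inhibition at least 50% and at least half of replicates individually reaching 50%; inconclusive means only one of the two criteria met; inactive means neither criterion met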;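 further: exported cargo escapes ClpAP degradation while cytoplasmic cargo is degraded and loses fluorescence; 0% = median of neutral control wells and 100% = median of NaSCN control wells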
HTR5A ag = counter-screen for OPRM1-OPRD1 agonists: human HTR5A agonism. P47898. HTR5A agonist assay, luminescence, cell-based. activation, % at 9.3 µM. actives 0.61% (n = 340,000). AID 504692; in the data active means activation mostly above about 9.5%, no sharp cut-off; inactive means mostly below about 7.6%;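 further: 0% = cells with vehicle only and 100% = reference agonist; strong numbers were not always called active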
phage Ecoli inh = E. coli growth loss with phage present; AID 651602; growth absorbance; inhibition, % at 11.9 µM; actives 0.26% (n = 360,000); in the data active means inhibition above about 11%
DAGLB inh = blocks human DAGLB lipase activity | Q8NCG7 | HEK293T DAGLB membrane lysate, EnzChek fluorogenic substrate | inhibition, % at 5.17 µM | actives 0.059% (n = 340,000); in the data active means inhibition above about 34%;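 further: 0% = enzyme with vehicle and 100% = wells lacking enzyme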
Target sequence (Q8NCG7 whole entry, looked up): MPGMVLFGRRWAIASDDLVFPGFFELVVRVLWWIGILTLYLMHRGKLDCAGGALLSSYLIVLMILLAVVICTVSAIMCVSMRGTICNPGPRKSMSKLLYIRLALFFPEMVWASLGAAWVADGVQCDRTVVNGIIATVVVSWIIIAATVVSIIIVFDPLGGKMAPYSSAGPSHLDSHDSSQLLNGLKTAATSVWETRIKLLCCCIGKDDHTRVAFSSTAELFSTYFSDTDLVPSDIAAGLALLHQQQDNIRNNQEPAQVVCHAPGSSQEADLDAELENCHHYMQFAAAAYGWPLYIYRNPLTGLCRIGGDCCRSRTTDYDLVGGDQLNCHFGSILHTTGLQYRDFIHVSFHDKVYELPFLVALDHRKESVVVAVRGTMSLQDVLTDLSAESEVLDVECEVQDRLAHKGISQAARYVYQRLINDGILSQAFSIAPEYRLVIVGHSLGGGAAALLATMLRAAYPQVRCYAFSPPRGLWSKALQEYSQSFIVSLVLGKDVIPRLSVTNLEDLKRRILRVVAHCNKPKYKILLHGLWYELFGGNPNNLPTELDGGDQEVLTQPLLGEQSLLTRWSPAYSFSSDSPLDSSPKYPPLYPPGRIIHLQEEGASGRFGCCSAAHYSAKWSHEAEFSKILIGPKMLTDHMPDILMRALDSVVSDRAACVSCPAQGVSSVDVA
CDK5 p35 inh = inhibitors of human CDK5/p35 kinase; Recombinant CDK5/p35, ADP-Glo luminescence, 60 min; Q00535+Q15078; actives 0.01% (n = 330,000); inhibition, % at 10 µM;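 active means highest replicate inhibition of at least 50% and at least 75% of replicates reaching 50%; inconclusive means only one of the two criteria met; inactive means both criteria failed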;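 further: plate controls were DMSO neutral control for no effect and GW8510 at 10 µM for full effect; many of its hits are not listed in these tables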
PKA-R2B activ = activators of human PKA-R2B complex. P22694+P31323. PKA-R2B holoenzyme dissociation, Cy5-IP20 fluorescence polarization; R2B truncated from residue 108, S112A mutant; 0% DMSO only, 100% 113 µM cGMP. activation, % at 11.4 µM. actives 0.079% (n = 340,000);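 active means activation above a cutoff set at the mean over all compounds plus 3 SD, cut at about 18% in these data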;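 further: higher means more holoenzyme dissociation and a rise in polarization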
AddAB inh = less growth of phage-infected E. coli with AddAB. actives 0.29% (n = 330,000). E. coli expressing H. pylori AddAB, absorbance growth. inhibition, % at 11.9 µM; in the data active means inhibition above about 12%;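 further: 0% = vehicle wells of infected cells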
PKA-R1A act = activators of PKA-R1A complex | P00514+P68181 | PKA-R1A dissociation, Cy5-IP20 fluorescence polarization; scaled: DMSO 0%, 113 µM cGMP 100% | activation, % at 11.4 µM | actives 0.083% (n = 340,000) | AID 504707;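 active means percent activation above the mean of all tested compounds plus 3 SD, cut at about 19% in these data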;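 further: higher means more PKAc released from R1A so a rise in polarization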
Mot1-301 SUMO = inhibitors of SUMOylation pathway: yeast Mot1-301 growth rescue; S. cerevisiae Mot1-301 growth rescue, ATP luminescence, 38.5C; percent above DMSO median, 100 means doubled; growth rescue, % at 18.8 µM; actives 1% (n = 320,000); AID 2716;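 active means every valid replicate shows activation above 250% relative to neutral control wells; inactive means the rest, any valid replicate at or below 250%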;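 further: OY570 slx delta 5 strain wells were the positive control but not used for scaling; some compounds called inactive have numbers as strong as hits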
E coli growth = bacterial growth inhibition, counter-screen for AddAB inhibitors; E. coli V3065 growth, OD600 absorbance, 18 h; actives 0.27% (n = 330,000); AID 449728; inhibition, % at 11.9 µM;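 active means inhibition above the campaign's mean inhibition across all tested compounds plus 3 SD, cut at about 9.9% in these data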;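 further: uninfected addAB+ strain grown without phage in ampicillin broth; 0% = DMSO wells and 100% = ciprofloxacin 0.95 µg/ml wells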
Active calls of the source: *; ? = inconclusive; . = not tested or not shown.

SMILES	HTR5A inv ctr	Tat transport	HTR5A ag	phage Ecoli inh	DAGLB inh	CDK5 p35 inh	PKA-R2B activ	AddAB inh	PKA-R1A act	Mot1-301 SUMO	E coli growth
O=C(Nc1nnc(SCC(=O)N2CCCC2)s1)C1CC(=O)N(c2ccc(F)cc2)C1 (stereo not given)	-4	2	5	1.8	6	0.6	4	-0.4	6	-7	-0.6
CC(=O)Nc1nc(-c2ccc3c(c2)CCN3S(C)(=O)=O)cs1	-9	-1	2	3.3	-1	0.1	-1	-1.6	10	-18	-0.7
CCCCNc1c(-c2ccc(OC)c(SC3CCCCC3)c2)nc2ccc(Cl)cn12	-9	1	6	1.6	-5	-2.2	1	0.4	6	-22	1.2
CCC1(c2ccccc2)NC(=O)N(CC(=O)NCC2COc3ccccc3O2)C1=O (stereo not given)	8	4	3	2.7	2	0.4	1	.	-5	.	.
CCC(c1nnc(SCC(=O)Nc2ccc(C(C)=O)cc2)n1C1CCCCC1)N(C)C (stereo not given)	7	3	-3	3.6	-2	-0.6	-4	-1.6	2	-6	1.6
CN1CCN(CC(=O)N2c3ccccc3C(C)(c3ccccc3)CC2(C)C)CC1 (stereo not given)	24	5	-9	.	0	0.9	-1	3.6	-9	9	-2.7
COc1ccc(S(=O)(=O)N2CCOCC2)cc1NC(=O)CN(C)Cc1c(F)cccc1Cl	2	11	-3	-0.8	-2	1.0	-1	-0.6	-5	-11	-0.7
O=C(CSc1cccc[n+]1[O-])c1cc2ccccc2o1	-46	-9	2	.	-2	-0.9	3	-0.3	11	-25	-0.8
Cc1cccc(N2CCN(C(=O)CNC(=O)c3cccc([N+](=O)[O-])c3)CC2)c1C	-27	-5	-2	2.3	1	-1.3	-4	4.1	3	-19	1.1
COc1ccc(CC(=O)OCC(=O)Nc2ccc(N3CCOCC3)cc2)cc1	6	-5	2	1.3	-2	-0.1	-2	2.2	0	11	-1.5
Cc1cc(C)cc(Nc2nc(-c3ccc(S(=O)(=O)N4CCCC4)cc3)cs2)c1	7	11	-2	1.9	-4	0.0	10	-0.8	3	-14	-2.3
O=C(O)CN1C(=O)S/C(=C\c2ccc3c(c2)OCO3)C1=O	19	3	-1	1.1	1	-1.7	-5	-0.3	-5	13	0.2
CCOc1ccccc1NC(=O)N1CCC(NC(=O)c2cccc(C)c2)CC1	-15	8	5	1.7	2	2.0	0	1.3	1	-4	-2.0
O=C1C(=O)c2ccccc2C(O)=C1CCCCl	-39	-18	-3	.	0	-8.7	-1	-1.6	10	10	-2.6
CCOC(=O)c1cnc2c(C)c(Cl)ccc2c1NCCCN1CCOCC1	0	2	0	2.8	-1	2.1	5	-0.5	10	-6	-2.0
O=C(Nc1nnc(C2CC2)s1)c1ccccn1	18	-6	-6	-2.7	-2	-0.3	2	-4.6	1	-14	-8.9
CC1(C)CC(=O)c2cc(C(=O)N3CCCC(C)(C)C3)c(=O)n(-c3ccccc3)c2C1	-14	-6	4	4.3	-2	0.1	-10	0.6	-5	-15	0.8
O=C(Cc1cccs1)Nc1ccc(NC(=O)c2ccco2)cc1	-4	-4	-1	0.4	0	-0.3	-6	4.0	-8	-7	1.5
O=C(CSc1ncccn1)Nc1ccc(Cl)c(S(=O)(=O)N2CCOCC2)c1	-6	8	1	0.8	1	-1.4	-12	-1.1	-3	9	1.4
CCCn1c(N)c(N(CCOC)C(=O)CSc2ccccc2)c(=O)[nH]c1=O	25	-8	-10	-0.5	1	-0.4	-5	1.3	-7	-1	-0.7
O=C(Nc1cccc([N+](=O)[O-])c1)c1cccc(C(=O)Nc2cccc([N+](=O)[O-])c2)c1	-8	-4	2	1.5	1	0.1	-9	-2.4	-15	9	-2.9
Nn1c(SCC(=O)NC2CCCc3ccccc32)nnc1C1CC1 (stereo not given)	12	3	-1	1.1	2	0.6	7	0.7	1	14	-1.5
Fc1ccc(/C=N/NC(=S)NCCc2ccccc2)cc1F	-36	-2	1	0.6	-3	-0.3	14	5.5	9	182	-1.9
CCNCCOC(c1ccccc1)c1ccccc1	0	11	0	2.6	1	-0.2	-4	1.4	-1	1	0.4
N/C(CC(=O)Nc1ccc(F)cc1)=N\O	19	-7	-1	3.4	-3	-0.1	-4	0.5	-2	0	-1.3

A second format for part of the listing above.
Results follow in this order: HTR5A inv ctr, Tat transport, HTR5A ag, phage Ecoli inh, DAGLB inh, CDK5 p35 inh, PKA-R2B activ, AddAB inh, PKA-R1A act, Mot1-301 SUMO, E coli growth
- O=C(Nc1nnc(C2CC2)s1)c1ccccn1
    18, -6, -6, -2.7, -2, -0.3, 2, -4.6, 1, -14, -8.9
- CCOC(=O)c1cnc2c(C)c(Cl)ccc2c1NCCCN1CCOCC1
    0, 2, 0, 2.8, -1, 2.1, 5, -0.5, 10, -6, -2.0
- CC(=O)Nc1nc(-c2ccc3c(c2)CCN3S(C)(=O)=O)cs1
    -9, -1, 2, 3.3, -1, 0.1, -1, -1.6, 10, -18, -0.7
- CN1CCN(CC(=O)N2c3ccccc3C(C)(c3ccccc3)CC2(C)C)CC1 (stereo not given)
    24, 5, -9, ., 0, 0.9, -1, 3.6, -9, 9, -2.7
- Nn1c(SCC(=O)NC2CCCc3ccccc32)nnc1C1CC1 (stereo not given)
    12, 3, -1, 1.1, 2, 0.6, 7, 0.7, 1, 14, -1.5
- O=C(Nc1cccc([N+](=O)[O-])c1)c1cccc(C(=O)Nc2cccc([N+](=O)[O-])c2)c1
    -8, -4, 2, 1.5, 1, 0.1, -9, -2.4, -15, 9, -2.9

(further entries)
SMILES	HTR5A inv ctr	Tat transport	HTR5A ag	phage Ecoli inh	DAGLB inh	CDK5 p35 inh	PKA-R2B activ	AddAB inh	PKA-R1A act	Mot1-301 SUMO	E coli growth
COc1ccccc1-c1nnc(NC(=O)c2ccc(S(=O)(=O)N3CCCC3)cc2)o1	-27	0	7	-2.9	2	-1.5	-7	-4.5	-18	-16	-4.8
COc1ccc(NC(=O)CN2C(=O)c3cccc4cccc2c34)cc1OC	-13	0	5	4.2	1	1.2	-1	4.1	-2	-22	2.0
Cn1c(SCC(=O)NNC(=O)Cc2ccccc2)nnc1-c1ccc(Cl)cc1	16	17	-6	2.6	-2	4.1	-8	0.8	-11	373	-0.7
O=C(/C=C/c1ccco1)c1cccc([N+](=O)[O-])c1	6	-16	-2	3.5	7	-0.1	-6	.	-6	.	.
CCOc1ccc(CCNC(=O)CCc2c(C)nc3ncnn3c2C)cc1OCC	-13	2	0	3.1	0	0.1	13	0.3	8	-5	1.4
O=C(COc1ccc2c3c(c(=O)oc2c1)CCCC3)NCc1ccncc1	2	?	5	1.6	1	0.3	0	6.7	1	-8	-1.9
NNC(=O)c1sccc1OCc1ccc(Cl)cc1	-5	2	2	4.3	0	4.3	-9	-0.4	6	16	0.1
Cc1ccc(N2CC(C(=O)Nc3ccc4c(c3)OCO4)CC2=O)cc1 (stereo not given)	-18	3	3	0.8	0	-1.9	-12	-1.1	-9	1	0.1
Cc1oc(/C=N/NC(=O)CC2(C)OCCO2)cc1Br	13	-1	2	4.8	-1	2.8	-10	-0.8	-12	5	-1.1
COCCNC(=O)CN1C(=O)COc2ccc(S(=O)(=O)N3CCCCCC3)cc21	-31	3	-5	-0.8	-2	0.9	0	5.2	0	.	2.7
CCC1=C2CC[C@H]3C(=O)N(CC)C(=O)[C@H]3[C@H]2[C@@]2(Cc3ccccc3)C(=NCCOC)OC(=O)N2C1=O	-11	7	-3	2.4	0	-0.6	1	1.7	9	4	0.5
Cc1ccccc1C(=O)O[C@H]1[C@H](Cc2ccccc2)NS(=O)(=O)[C@H]2CC3C=C[C@]12O3	-20	-19	7	0.1	2	-0.6	-6	2.6	7	20	-0.4
CC(C)=CC(=O)N1CCC(n2nccc2NC(=O)CCc2ccccc2)CC1	3	4	3	0.5	1	-1.0	-1	3.9	7	-13	0.4
CCOc1cc(C2C3=C(CCCC3=O)N(CC(=O)O)C3=C2C(=O)CCC3)ccc1OC	10	8	-3	-0.1	0	-0.6	-8	1.4	-8	-12	0.1
CCN(CC)CC(=O)Nc1c(C)cc(C(C)(C)C)cc1C	-7	14	3	1.0	-5	-0.5	-4	-0.5	11	-1	-2.0
O=C(N/N=C/C1CC=CCC1)c1ccc(Cl)cc1O (stereo not given)	-7	-9	-2	4.8	7	-0.5	1	2.3	11	74	1.6
CC[C@H](C)/C=C/C1=CC2=C(Cl)C(=O)[C@@]3(C)OC(=O)C(C(=O)[C@H](C)[C@@H](C)O)=C3C2=CO1	-4	6	3	.	31	0.2	-6	4.7	-1	-13	-0.8
COc1ccc(-c2nnc(SCC(=O)Nc3cc(F)ccc3C)o2)cc1	1	-2	0	2.6	-8	0.0	-1	5.7	-8	6	-1.5
O=C(Cn1cnc2c(nnn2Cc2ccc(Cl)cc2)c1=O)NCC1CCCO1 (stereo not given)	-10	2	1	3.2	-1	1.3	-3	1.1	9	5	0.0
COc1cc2oc(=O)ccc2cc1-c1c(OC)ccc2ccc(=O)oc12	26	-7	-3	3.2	-2	-0.9	2	0.6	4	.	-1.8
COc1ccccc1-n1c(C)nnc1SCC(=O)Nc1cc(C)cc(C)c1	1	-6	5	2.3	0	-0.7	5	1.1	-12	9	-0.5
CCOC(=O)Cn1cnc([N+](=O)[O-])n1	-19	-9	7	3.6	1	0.9	-7	.	-4	.	.
CCCc1ccc(OCC(O)CN2CCCC2)cc1 (stereo not given)	-18	2	0	-1.0	0	1.6	6	.	-6	-1	.
Cc1cccc(OCC(=O)N/N=C\C=C\c2ccc3c(c2)OCO3)c1C	0	-12	0	0.9	-1	-3.8	-7	5.0	-11	-7	0.9
COc1cccc(CNc2ncnc3cc(Cl)ccc23)c1	2	5	-1	5.0	0	0.8	-14	.	-5	.	.
CCOC(=O)C1=C(N)Oc2ccc3ccccc3c2C1c1cccnc1 (stereo not given)	2	9	0	2.6	2	0.0	5	-0.2	11	.	-0.1
O=C(C1CCN(S(=O)(=O)c2ccccc2)CC1)N1CCCCCC1	-17	-1	0	2.2	0	2.3	-1	.	1	9	.
Cc1ccc(S(C)(=O)=NC(=O)NC(=O)c2c(Cl)cccc2Cl)cc1 (stereo not given)	19	5	2	0.8	-2	0.6	-10	2.1	-14	6	0.2
CCCCN(CC)C(=O)Cn1c(=O)sc2ccccc21	19	-23	2	1.9	1	11	-14	1.6	-8	-12	-1.8
CCC(=O)C1CCCN(C(=O)CCc2nnc(-c3ccc(C(C)=O)s3)o2)C1 (stereo not given)	1	1	-7	0.7	0	0.5	3	4.6	4	-10	2.6

Bioassay records deposited in PubChem by several laboratories.
